CAL PDZ FP-1: CAL PDZ (human) peptide binding inhibition | Q9HD26 | purified CAL PDZ, TMR-peptide fluorescence polarization, 1 h | inhibition, % at 24.9 µM | actives 0.92% (n = 300,000) | AID 602252;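 active = mean inhibition of at least 30% with at least half of replicates also reaching 30%; inconclusive = no clear call, values can overlap the other calls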;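 note: 0% = DMSO neutral control and 100% = excess unlabeled competitor peptide PRC23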
PfHsp90 yeast 2: inhibits growth of yeast expressing Plasmodium falciparum Hsp90; S. cerevisiae expressing PfHsp90, BacTiter-Glo ATP, 48 h; yeast lacking PDR1 and PDR3 efflux regulators; inhibition, % at 9.4 µM; actives 0.32% (n = 310,000);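 active = every replicate shows inhibition above about 80%, whatever the replicate mean, limit read from the data; inconclusive = mean inhibition reaches the set limit but some replicate falls short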;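 note: 0% = DMSO neutral controls and 100% = 20 µM radicicol positive controls; yeast relying on Plasmodium falciparum Hsp90 in place of its own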
SR-BI uptake up: activators of SR-BI mediated HDL lipid uptake; activation, % at 12.5 µM; CHO ldlA[mSR-BI] cells, DiI-HDL uptake fluorescence, 3 h; 100 = double the neutral-control signal; actives 0.096% (n = 320,000);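 active = mean replicate activation of at least 60% and every replicate at or above 60%; inconclusive = mean or all-replicate condition met, but not both; inactive = mean below 60% and not all replicates reaching 60%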;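 note: 0% = median plate neutral-control signal and 100% = twice that signal; values of inactives mirror those of a sister screen read the other way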
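Material – SR-BI-overexpressing, LDLR-lacking CHO cells · Medium – BSA-supplemented, HEPES-buffered Ham's F12, pH 7.4 · Doses – single concentration · Times – compound with DiI-HDL co-incubation, 3 h at 37 °C · Measured by – bottom-read fluorescence, 550/595 nm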
NSD2 HMT inh: inhibitors of human histone methyltransferase NSD2 | AID 743445 | inhibition, % at 12.5 µM | NSD2 peptide methylation, AlphaScreen, 120 min | O96028 | actives 0.54% (n = 310,000); in the data active = inhibition above about 50%
Rtt109 Vps75: inhibitors of Candida albicans Rtt109/Vps75 histone acetyltransferase. inhibition, % at 34.9 µM. Q5AAJ8. actives 0.16% (n = 330,000). purified Rtt109/Vps75, ThioGlo CoA-SH fluorescence, 4 h. AID 540336;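 active = inhibition of at least 50% in every replicate; inconclusive = best replicate reaches 50% inhibition but some replicates fall short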
Target sequence (Q5AAJ8 whole entry, looked up): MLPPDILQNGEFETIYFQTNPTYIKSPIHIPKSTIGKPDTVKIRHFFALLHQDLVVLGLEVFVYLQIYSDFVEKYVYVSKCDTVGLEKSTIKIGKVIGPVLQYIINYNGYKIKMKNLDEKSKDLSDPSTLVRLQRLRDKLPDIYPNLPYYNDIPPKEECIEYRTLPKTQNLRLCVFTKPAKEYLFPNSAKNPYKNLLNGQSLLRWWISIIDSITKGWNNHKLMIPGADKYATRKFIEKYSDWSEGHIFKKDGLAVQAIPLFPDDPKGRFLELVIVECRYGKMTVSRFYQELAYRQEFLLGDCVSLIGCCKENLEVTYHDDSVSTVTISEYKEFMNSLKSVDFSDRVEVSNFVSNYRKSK
CAL PDZ FP-2: blocks peptide binding to human CAL PDZ domain | purified CAL PDZ, TMR-peptide fluorescence polarization, 1 h | actives 0.02% (n = 330,000) | inhibition, % at 20 µM | Q9HD26 | AID 504414;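 active = highest replicate inhibition of at least 40%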;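 note: plate controls were DMSO neutral control wells for no effect and unlabeled competitor peptide control wells for full effect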
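material = purified tagged CAL PDZ domain construct (CerCALP) | buffer or medium = sodium phosphate/NaCl buffer pH 7.4 with TCEP, IgG, Thesit | reagent = TMR-labelled reporter peptide T*-PRC34 bound in PDZ groove | incubation = 1 h room-temperature incubation prior to read | measured by = fluorescence polarization (mP) | evaluation = percent inhibition from loss of millipolarization | control set = unlabelled peptide and DMSO controls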
PvdQ acylase: P. aeruginosa PvdQ acylase inhibition; inhibition, % at 10 µM; actives 0.063% (n = 340,000); AID 488965; purified PvdQ acylase, fluorescence plate reader; in the data active = inhibition above about 30%, passing the limit was not always enough; inconclusive = no clear call, values can overlap the other calls;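 note: 0% = vehicle neutral wells and 100% = reference inhibitor wells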
dFosB act: enhances mouse delta FosB homodimer DNA binding; P13346; purified delta FosB, TAMRA-CDK5 oligo fluorescence polarization; percent of positive-control signal above neutral wells; activation, % at 25 µM; actives 0.99% (n = 340,000); AID 493131;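 active = mean activation above about 17%, with every replicate also reaching it, limit read from the data, passing the limit was not always enough; inconclusive = only one of the two conditions met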;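 note: fluorescence polarization rise as delta FosB binds a TAMRA Cdk5 AP-1 oligo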
MITF act: MITF TRPM1 promoter activation in melanoma cells. actives 0.75% (n = 300,000). AID 588334. SK-MEL-5 TRPM1-promoter luciferase, 24 h; % of positive control, neutral wells = 0. activation, % at 12.5 µM;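 active = mean activation of at least 80% with every replicate also reaching 80%; inconclusive = mean reaches 80% but some replicate falls short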;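 note: 0% = neutral control wells and 100% = parthenolide positive control wells; values of inactives mirror those of a sister screen read the other way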
SR-BI HDL uptake: blocks mouse SR-BI lipid uptake from DiI-HDL; Q61009; ldlA[mSR-BI] CHO cells, DiI-HDL uptake fluorescence, 3 h; AID 488896; inhibition, % at 12.5 µM; actives 0.96% (n = 320,000);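 active = mean replicate inhibition of at least 70% and a set share of replicates each scoring 70 or more; inconclusive = meets just one of the two criteria; inactive = fails both criteria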;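 note: 0% = median of neutral control wells and 100% = median of positive control wells; values of inactives mirror those of a sister screen read the other way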
Target sequence (Q61009 whole entry, looked up): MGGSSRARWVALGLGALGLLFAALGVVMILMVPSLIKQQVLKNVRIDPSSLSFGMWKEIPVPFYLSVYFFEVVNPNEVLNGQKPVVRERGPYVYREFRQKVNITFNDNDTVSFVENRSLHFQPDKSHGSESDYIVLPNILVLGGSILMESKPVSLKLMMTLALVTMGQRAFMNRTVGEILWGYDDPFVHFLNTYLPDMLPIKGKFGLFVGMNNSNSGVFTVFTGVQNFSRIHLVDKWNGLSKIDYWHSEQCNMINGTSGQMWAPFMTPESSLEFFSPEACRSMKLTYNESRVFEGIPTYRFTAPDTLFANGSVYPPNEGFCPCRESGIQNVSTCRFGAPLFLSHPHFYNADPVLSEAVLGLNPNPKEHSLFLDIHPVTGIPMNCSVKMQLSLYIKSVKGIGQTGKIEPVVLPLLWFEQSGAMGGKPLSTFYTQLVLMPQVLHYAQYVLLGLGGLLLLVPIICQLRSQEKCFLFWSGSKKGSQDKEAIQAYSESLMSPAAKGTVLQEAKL
The depositor's hits bear a star; ? = inconclusive; . = not tested or not shown.

Order of values: CAL PDZ FP-1 | PfHsp90 yeast 2 | SR-BI uptake up | NSD2 HMT inh | Rtt109 Vps75 | CAL PDZ FP-2 | PvdQ acylase | dFosB act | MITF act | SR-BI HDL uptake
> O=C(Cc1cccc2ccccc12)NNC(=O)c1cccs1
    3 | -2 | 16 | 1 | 33 | -2.6 | 4 | -1 | . | -16
> Cc1cccc(N2CCN(C3CCCCC3NS(=O)(=O)c3ccccc3)CC2C)c1 (configuration not stated)
    3 | 10 | 10 | 1 | -2 | -0.8 | -7 | -6 | 4 | -10
> Nc1nc(-c2ccc(Cl)cc2)cn1N
    . | 40 | -10 | 3 | 7 | -0.9 | -10 | -9 | -1 | 10
> COc1ccccc1N1C(=NC(=O)C(C)Oc2ccccc2)SC2CS(=O)(=O)CC21 (configuration not stated)
    7 | -25 | 2 | -2 | 4 | -2.3 | -9 | -9 | 12 | -2
> COCCN(C(=O)Cc1cccs1)c1nnc(-c2cccnc2)s1
    4 | 20 | 9 | 0 | -1 | . | -16 | -6 | 8 | -9
> CC1(c2ccccc2)CC(C)(C)N(C(=O)c2cc([N+](=O)[O-])cc([N+](=O)[O-])c2)c2ccccc21 (configuration not stated)
    1 | -13 | -5 | -2 | 3 | -2.2 | -19 | 0 | -11 | 5
> CCn1c(SCC(=O)Nc2ccc(OC)cc2)nc2nc3c(cc2c1=O)CCCC3
    . | -3 | -3 | 3 | 2 | -4.8 | -3 | -1 | . | 3
> COc1ccc(CCNCc2ccc(OCC(=O)N3CCCCC3)c(OC)c2)cc1OC
    -5 | 4 | 8 | 14 | -28 | -0.3 | -6 | -3 | -8 | -8
> COc1ccc(N2CCN(S(=O)(=O)c3ccc(Cl)c(C(F)(F)F)c3)CC2)cc1
    -4 | -32 | -1 | -3 | -3 | 0.8 | -13 | -4 | . | 1
> Cc1ccccc1NC(=O)COC(=O)c1c[nH]c(=O)[nH]c1=O
    2 | 0 | 13 | -1 | . | -1.8 | -16 | 7 | -5 | -13
> C=CCn1c(SCC(N)=O)nc(C)cc1=O
    -6 | 0 | -20 | 0 | -30 | 0.6 | -14 | 3 | . | 20
> CC1(C)C2CCC1(C)C(OC(=O)CNc1ccccc1)C2 (configuration not stated)
    5 | 0 | 1 | . | 2 | -0.9 | -3 | 0 | 13 | -1
> COCC(C)NC(=O)c1oc2c(c1C)C1(CCC2)SCCS1 (configuration not stated)
    -1 | 10 | -15 | 2 | 1 | -2.7 | -13 | -7 | 13 | 15
> CCOC(=O)C1CCCN(C(=O)c2cc(Cl)ccc2NC(=O)C2=C(C)OCCS2)C1 (configuration not stated)
    -2 | 6 | 2 | 3 | 1 | 0.1 | 6 | -8 | -15 | -2
> Fc1ccc(-c2csc(NC(=S)Nc3ccccc3)n2)cc1
    10 | -25 | -63 | -3 | 8 | -0.5 | -14 | -8 | 6 | 63
> COc1ccc(NS(=O)(=O)c2ccc(N3CC(O)=C(c4ccccc4)C3=N)cc2)cc1
    1 | 10 | 1 | -2 | -3 | -1.6 | -1 | -2 | -5 | -1
> NC(=O)c1ccsc1NC(=O)CN1C(=O)C2CC=CCC2C1=O (configuration not stated)
    0 | -4 | 21 | -2 | 0 | -2.2 | 3 | -4 | . | -21
> O=S(NCc1ccccc1)C12CC3CC(CC(C3)C1)C2 (configuration not stated)
    -1 | -8 | 9 | . | -6 | -1.9 | -7 | -7 | 9 | -9
> COc1ccc(C2NC(=O)C(C)S2)cc1 (configuration not stated)
    -3 | . | 1 | 14 | -13 | -1.3 | -9 | -9 | 0 | -1
> COc1cc(/C=C2\C(=O)N(c3ccc(NC(C)=O)cc3)N=C2c2ccccc2)ccc1O
    -2 | -36 | -8 | 38 | 12 | -2.0 | -2 | -8 | 1 | 8
> CCNc1ccc(S(=O)(=O)NCCN(C)C)cc1[N+](=O)[O-]
    1 | -3 | . | 5 | 3 | -1.8 | 6 | 6 | -6 | .
> COc1ccc(-n2ccnc(SCC(=O)NC3CCCC3)c2=O)cc1
    -3 | -7 | -3 | -1 | 15 | -3.6 | 12 | -5 | -7 | 3
> COc1ccc(C(=O)Cn2ccsc2=NC(C)=O)cc1
    -1 | -2 | 6 | -1 | -16 | -0.9 | -6 | -2 | 15 | -6
> CC(C)CN(C(=O)COC(=O)c1ccc(-c2ccccc2)cc1)C1CCS(=O)(=O)C1 (configuration not stated)
    -3 | 5 | 8 | -6 | -2 | 0.2 | 8 | -9 | 16 | -8
> CCN(CC)S(=O)(=O)c1ccc(N2CC(C(=O)N3Cc4ccccc4CC3C(N)=O)CC2=O)cc1 (configuration not stated)
    -2 | . | -44 | 0 | -6 | 0.6 | -7 | -16 | -1 | 44
> O=c1[nH]c2c(s1)C=Nc1ccccc1N2
    -3 | 1 | 13 | -3 | -1 | 0.8 | 10 | 7 | -13 | -13
> COC(=O)c1cc(NC(=O)c2ccc(F)cc2)cc(C(=O)OC)c1
    -1 | -13 | -56 | -10 | -14 | -1.7 | -4 | -9 | 19 | 56
> Cc1cc(/C=N/n2cnnc2)c(C)n1-c1ccccc1
    -9 | 15 | 1 | 4 | 9 | . | -14 | -1 | -9 | -1
> CCOc1nc2ccccc2cc1/C=C/C(=O)O
    . | 2 | 16 | -17 | -11 | -1.4 | -4 | -8 | -8 | -16
> CN1CCN(C2Cc3cc(Cl)ccc3Sc3cc(F)ccc32)CC1 (configuration not stated)
    -9 | -16 | -24 | 16 | ? | -4.8 | -14 | -1 | -26 | 24
> Cc1c(C)c([N+](=O)[O-])c(C)c(C)c1N
    -2 | 6 | 5 | 3 | 6 | -1.2 | -3 | -2 | 2 | -5
> Cc1ccsc1/C=N/NC(=O)c1sccc1C
    -35 | 4 | -4 | 1 | -3 | -1.3 | -12 | 6 | 11 | 4
> CN(C)C(=O)COC(=O)c1ccccc1NC(=O)c1ccco1
    -1 | -10 | -8 | -2 | 0 | -2.4 | 2 | -10 | -5 | 8
> COCCN(C(=O)c1csnn1)C(C(=O)NC1CCCC1)c1ccccc1F (configuration not stated)
    . | 20 | . | -2 | -12 | -0.7 | -15 | 2 | -2 | .
> CCc1ccc(OCCCC(=O)Nc2cccc(C(=O)O)c2)cc1
    -3 | 1 | 16 | 5 | 1 | -1.3 | 2 | 2 | 4 | -16
> CCc1cc(C(=O)N/N=C/c2ccc(OC)cc2)c2ccccc2n1
    -6 | 3 | . | -2 | 7 | -1.9 | 4 | -10 | -13 | .
> O=C(Nc1ccc(S(=O)(=O)NCc2ccccc2)cc1)c1ccc(Br)o1
    -3 | . | -36 | 1 | -8 | -1.2 | -10 | -2 | 0 | 36
> O=C(Nc1nccs1)c1cccc(NC(=O)c2ccco2)c1
    -1 | -6 | -14 | 1 | -2 | -0.9 | -15 | -9 | -3 | 14
> O=C(C1=C(O)C(=O)N(CC2CCCO2)C1c1ccccc1F)c1ccco1 (configuration not stated)
    2 | 16 | -2 | -6 | 7 | 0.4 | 0 | -3 | 1 | 2
> COc1ccc2cc(Br)ccc2c1CC(=O)NCCCN1CCOCC1
    -3 | -7 | 3 | 2 | 1 | -0.7 | -16 | -3 | 7 | -3
> O=C(Nc1cc([N+](=O)[O-])ccc1F)c1cccs1
    -1 | 4 | 0 | 1 | -5 | -0.1 | 2 | -8 | -7 | 0
> CCOC(=O)C1=C(CC)Nc2ccccc2N=C1NC(=O)c1ccc(S(=O)(=O)N2CCCC2)cc1
    2 | 19 | -18 | -5 | 8 | -2.1 | -4 | -3 | -2 | 18
> CCC(=O)Nc1sc2c(c1C(=O)OC)CCN(Cc1ccccc1)C2
    . | 15 | -22 | . | 4 | -0.1 | -8 | -3 | . | 22
> Cc1ccc(OCC(=O)N2c3ccccc3CC2C)c([N+](=O)[O-])n1 (configuration not stated)
    2 | 1 | -12 | -2 | -4 | -0.7 | 8 | -5 | 3 | 12
> CCCC1NC(=O)NC(C)=C1C(=O)OCC (configuration not stated)
    -6 | . | 4 | . | -2 | -1.3 | -12 | -7 | -2 | -4
> COc1cccc(C(C(=O)NC(C)(C)C)N(CCC(C)C)C(=O)CCC(=O)Nc2cc(C)on2)c1OC (configuration not stated)
    5 | 5 | 5 | 3 | 12 | -1.1 | 2 | -14 | 2 | -5
> Clc1ccccc1-c1nc(-c2ccccc2)n[nH]1
    -5 | -10 | 7 | 0 | -10 | -1.1 | -9 | -2 | 49 | -7
> O=C(NC(=S)Nc1ccccn1)c1ccc(-c2ccccc2)cc1
    -5 | 7 | -42 | -4 | 23 | -2.8 | 3 | -11 | 117* | 42
> CC(NC(=O)Cc1ccccc1)c1ccccc1 (configuration not stated)
    0 | -49 | 37 | -3 | -2 | 0.7 | 11 | 3 | 1 | -37
> CCOc1ccc(S(=O)(=O)N2CCCCC2)cc1NC(=O)c1ccccc1
    . | 11 | 11 | 1 | 7 | -2.8 | 1 | -6 | -4 | -11
> COC(=O)CSc1nnc(-c2c[nH]c3ccccc23)o1
    -3 | 13 | -11 | -1 | 2 | -1.7 | -16 | 6 | . | 11
> COc1ccccc1C(=O)NC(=O)COC(=O)c1ccc(Cl)nc1
    -4 | 12 | 3 | 10 | -6 | -1.3 | -2 | -3 | 2 | -3
> O=C(NCCc1ccccc1)C1CCN(S(=O)(=O)c2ccc(-n3cnnn3)cc2)CC1
    -1 | 17 | 9 | . | -2 | -0.1 | -5 | -6 | 5 | -9
> CCC(C)NC(=O)C1c2ccccc2C(=O)N1Cc1ccccc1 (configuration not stated)
    -3 | 22 | 16 | 0 | 1 | 0.1 | -12 | -1 | -3 | -16
> Cc1cc(C)n(-c2ccc(NC(=O)C3CCCCN3C(=O)c3ccc(C)s3)cc2)n1 (configuration not stated)
    -4 | 0 | -37 | 4 | 10 | 0.1 | 3 | -8 | 21 | 37
> Cc1ccc(C(=O)OCC(=O)NC2CC2)s1
    -3 | . | 5 | 0 | -2 | -0.8 | -8 | -1 | 15 | -5

Screening data (PubChem)
